BL2 CD40 inh: CD40 pathway inhibition in BL2 cells. BL2 NF-kB luciferase reporter, CD40L-induced, 4 h. 83,000 compounds, 0.94% hits. AID 1053188. inhibition, % at 10 µM;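 active = mean inhibition of at least 50% with a set share of replicates also reaching that level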;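 note: 0% = neutral control wells and 100% = IKK inhibitor VII at 50 µM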
Starred values were filed as active, the others as inactive; & = joins results of further samples; [ ] = another dose, or the depositor's remark.

Results for C[C@@H]1CN([C@H](C)CO)C(=O)c2cc(NC(=O)C3CC3)ccc2O[C@@H]1CN(C)S(=O)(=O)c1ccccc1 ?
BL2 CD40 inh: 8[25 µM]

How did CC(=O)Nc1cccc(OCC(=O)NC(C)c2ccc3ccccc3c2)c1 (stereo not drawn) do in these assays?
BL2 CD40 inh: 0

What do the screens show for `CC(C)COc1cccc(C(=O)N(CC(=O)Nc2ccccc2C(F)(F)F)Cc2ccco2)c1`?
BL2 CD40 inh: -6

How did O=C(Cn1c(=O)n(CC2CCCO2)c(=O)c2ccccc21)c1ccc(Cl)c(Cl)c1 (stereo not drawn) do in these assays?
BL2 CD40 inh: 22

Results for COc1cccc(/C=N/n2c(-c3ccco3)nc3ccccc3c2=O)c1 ?
BL2 CD40 inh: -49

What do the screens show for `CN(CC(=O)Nc1cccnc1)S(=O)(=O)c1cc(Cl)ccc1Cl`?
BL2 CD40 inh: 3

Results for COc1cccc(NC(=S)NC2CC3CCCC(C2)N3CC(C)C)c1 (stereo not drawn) ?
BL2 CD40 inh: 5

How did CN(Cc1cccc2cnccc12)C(=O)c1cc(COc2ccc(F)cc2F)on1 do in these assays?
BL2 CD40 inh: 12

How did NC(=O)NC(CC(=O)NCCc1ccccn1)c1ccccc1Cl (stereo not drawn) do in these assays?
BL2 CD40 inh: 9

Results for Cc1ccc(CNC(=O)c2ccc[nH]2)cc1 ?
BL2 CD40 inh: 6

How did O=S(=O)(c1cccs1)N1CN(Cc2ccco2)c2nc3ccccc3nc21 do in these assays?
BL2 CD40 inh: -18

Results for C[C@H](NC(=O)C[C@@H]1C[C@H]2c3cc(N(C)C)ccc3O[C@H]2[C@@H](CO)O1)c1ccccc1 ?
BL2 CD40 inh: 4[25 µM]

What do the screens show for `Cc1ccc(-n2c(=O)c3c(c4cc(C)ccc4n3C)n(CC(=O)NCC3CCCO3)c2=O)cc1` (stereo not drawn)?
BL2 CD40 inh: 0

Results for Cc1nn(-c2ccc(F)cc2)c(C)c1CN1CCN(CCc2ccccc2)C(CCO)C1 (stereo not drawn) ?
BL2 CD40 inh: 2

How did O=C(CNC(=O)c1sc2ccccc2c1Cl)NCc1cccnc1 do in these assays?
BL2 CD40 inh: -3

Entries from the list above that have a furan ring, fused or not (3):
What do the screens show for `CC(C)COc1cccc(C(=O)N(CC(=O)Nc2ccccc2C(F)(F)F)Cc2ccco2)c1`?
BL2 CD40 inh: -6

Results for COc1cccc(/C=N/n2c(-c3ccco3)nc3ccccc3c2=O)c1 ?
BL2 CD40 inh: -49

How did O=S(=O)(c1cccs1)N1CN(Cc2ccco2)c2nc3ccccc3nc21 do in these assays?
BL2 CD40 inh: -18

(more compounds)
How did CCOC(=O)c1c(N)sc(C(=O)N(CC)CC)c1C do in these assays?
BL2 CD40 inh: 14

How did O=S(=O)(c1ccccc1C(F)(F)F)N1CCN(c2ncnc3sccc23)CC1 do in these assays?
BL2 CD40 inh: 13

What do the screens show for `CC(C)CNC(=O)COc1ncnc2ccccc12`?
BL2 CD40 inh: 7

What do the screens show for `CCCCn1c(N)c(N(CCOC)C(=O)C2CC(=O)N(c3cccc(SC)c3)C2)c(=O)[nH]c1=O` (stereo not drawn)?
BL2 CD40 inh: -1

Results for Cc1ccc(S(=O)(=O)N2CCN(Cc3csc(C)n3)CC2)cc1 ?
BL2 CD40 inh: 5

Results for CC(C)Cc1ccc(C(C)/C=C2/CCC(CN3CCCCC3)C2=O)cc1 (stereo not drawn) ?
BL2 CD40 inh: 66*

Results for O=C(CN1C(=O)NC2(CCCc3ccccc32)C1=O)NCCc1ccc(F)cc1 (stereo not drawn) ?
BL2 CD40 inh: 3

Results for Cc1ccc(-n2nc(C)c(NC(=O)COC(=O)c3ccccc3NCCO)c2C)cc1 ?
BL2 CD40 inh: -13

What do the screens show for `Cn1cc(CN2CC3C[C@@H]4CC2C[C@H](C3)C4)c(-c2ccc3c(c2)OCCO3)n1`?
BL2 CD40 inh: 10

How did COc1ccc(CNC(=O)C2CCC(CNc3c(N4CCOCC4)c(=O)c3=O)CC2)cc1 (stereo not drawn) do in these assays?
BL2 CD40 inh: 6

Results for c1cncc(Nc2nc(-c3cccnc3)cs2)c1 ?
BL2 CD40 inh: -24

Results for CCC1CCCCN1C(=O)COC(=O)c1cc(=O)[nH]c2ccccc12 (stereo not drawn) ?
BL2 CD40 inh: -8

Results for COc1ccc(NS(=O)(=O)c2cc(NC(=O)CCNC(C)=O)ccc2N2CCCCC2)cc1 ?
BL2 CD40 inh: 7

What do the screens show for `COc1ccc2c(c1)CC/C2=N\OC(=O)c1ccccc1OC`?
BL2 CD40 inh: -105

How did C[C@@H]1CN([C@@H](C)CO)S(=O)(=O)c2ccc(C#Cc3ccccc3F)cc2O[C@@H]1CN(C)C(=O)Cc1cccnc1 do in these assays?
BL2 CD40 inh: -9[25 µM]

Overlap with the part before: three compounds, followed by the next part.
Results for COc1ccc(NS(=O)(=O)c2cc(NC(=O)CCNC(C)=O)ccc2N2CCCCC2)cc1 ?
BL2 CD40 inh: 7

What do the screens show for `COc1ccc2c(c1)CC/C2=N\OC(=O)c1ccccc1OC`?
BL2 CD40 inh: -105

How did C[C@@H]1CN([C@@H](C)CO)S(=O)(=O)c2ccc(C#Cc3ccccc3F)cc2O[C@@H]1CN(C)C(=O)Cc1cccnc1 do in these assays?
BL2 CD40 inh: -9[25 µM]

How did O=C(NCCNS(=O)(=O)c1ccccc1)N1CCOCC1 do in these assays?
BL2 CD40 inh: 5

What do the screens show for `Cc1ccc(OCC(=O)O/N=C(\N)c2cccnc2)cc1`?
BL2 CD40 inh: -64

Results for Cc1noc2ncnc(Oc3ccccc3Cl)c12 ?
BL2 CD40 inh: 0

Results for CC(=O)c1ccc(S(=O)(=O)N(C)CCCC(=O)N(C)Cc2ccccc2F)cc1 ?
BL2 CD40 inh: 0

What do the screens show for `Cn1cc(C(=O)NS(=O)(=O)Nc2ccc(Br)cn2)c2ccccc21`?
BL2 CD40 inh: -38

How did NC(=O)C1=C(c2ccccc2)c2ccccc2C1=O do in these assays?
BL2 CD40 inh: -9

What do the screens show for `CCCCN(C(=O)CSCC(=O)Nc1cccc(C)c1)c1c(N)n(Cc2ccccc2)c(=O)[nH]c1=O`?
BL2 CD40 inh: 2

Results for Cc1cccc(N2C(=O)C3C(c4ccccc4)OC4(C(=O)c5ccccc5C4=O)C3C2=O)c1 (stereo not drawn) ?
BL2 CD40 inh: -3

What do the screens show for `CC(C)Nc1ncnc2c1ncn2[C@H]1CN(Cc2ccc(-c3ccccc3)cc2)C[C@@H](CO)O1`?
BL2 CD40 inh: -4

Results for O=[N+]([O-])c1ccc(CN2CCCCCC2)s1 ?
BL2 CD40 inh: 7

Results for O=C(Nc1ccc2c(c1)[C@H]1C[C@@H](CC(=O)N3CCc4ccccc4C3)O[C@H](CO)[C@H]1O2)c1ccc2c(c1)OCO2 ?
BL2 CD40 inh: 7[25 µM]

What do the screens show for `COc1cccc(CNC(=O)c2cc3c(cc2Cl)N2CCCCCC2=NS3(=O)=O)c1`?
BL2 CD40 inh: 5

How did CN(Cc1ccccc1)C(=O)CCC(=O)N(C)Cc1ccccc1 do in these assays?
BL2 CD40 inh: -48

Results for CC(C)N(CCC#N)C(=O)Nc1ccc2c(c1)CCO2 ?
BL2 CD40 inh: 12

What do the screens show for `Cc1ccsc1-c1nc(CN2CCCC2c2ccc(F)cc2)c(C)o1` (stereo not drawn)?
BL2 CD40 inh: 10

What do the screens show for `COc1cc(/C=C2/SC(=S)N(CCC(=O)N3CCN(C)CC3)C2=O)cc(OC)c1OC`?
BL2 CD40 inh: 28

How did Cc1ccc(N2CC(C(=O)NCc3ccc(C)n3C)CC2=O)cc1 (stereo not drawn) do in these assays?
BL2 CD40 inh: 8

Results for O=C(Nc1cccc(Cl)c1)N[C@H]1CC[C@@H](CCn2cc(Cc3ccccc3)nn2)O[C@@H]1CO ?
BL2 CD40 inh: 2[25 µM]

What do the screens show for `Cc1nc2ccc(S(=O)(=O)NCC(=O)Nc3cccc(F)c3)cc2s1`?
BL2 CD40 inh: 1

Results for COc1ccc(CN2C(=O)c3ccccc3C2C(=O)NC2CCCCCC2)c(OC)c1 (stereo not drawn) ?
BL2 CD40 inh: 7

How did COc1ccc(CNC(=O)CN(C)CC(=O)Nc2ccccc2Br)cc1 do in these assays?
BL2 CD40 inh: 6

How did O=C(NCCCO)C(=O)NCc1ccncc1 do in these assays?
BL2 CD40 inh: 1

Results for Cc1sc2ncn(CC(=O)NCCc3ccccc3)c(=O)c2c1C ?
BL2 CD40 inh: -3

What do the screens show for `CC(C)[C@H](NS(=O)(=O)c1ccc2c(c1)OCCO2)C(=O)OCC(=O)Nc1ccccc1`?
BL2 CD40 inh: -20

Results for COc1ccccc1NC(=O)C(C)OC(=O)COc1cccc2c1OC(C)(C)C2 (stereo not drawn) ?
BL2 CD40 inh: 8

What do the screens show for `Cc1cc(C(=O)Nc2ccc(C(=O)O)cc2)c(-c2ccccc2)o1`?
BL2 CD40 inh: 1

How did CC(C)C(NC(=O)c1ccco1)C(=O)OCC(=O)N1CC(=O)Nc2ccccc21 (stereo not drawn) do in these assays?
BL2 CD40 inh: 2

What do the screens show for `CN1CCN(CCOc2ccc(Cc3ccccc3)cc2)CC1`?
BL2 CD40 inh: -9

Results for Cc1cccc(NC(=O)CSCC(=O)Nc2sccc2C#N)c1 ?
BL2 CD40 inh: -8

Results for COc1ccccc1-c1ccc(C2[C@H]3CNC[C@@H]2N3C(=O)Nc2ccccc2F)cc1 (stereo partly drawn) ?
BL2 CD40 inh: -3&16[25 µM]

A run of entries from further up, as a working copy:
What do the screens show for `COc1cc(/C=C2/SC(=S)N(CCC(=O)N3CCN(C)CC3)C2=O)cc(OC)c1OC`?
BL2 CD40 inh: 28

How did Cc1ccc(N2CC(C(=O)NCc3ccc(C)n3C)CC2=O)cc1 (stereo not drawn) do in these assays?
BL2 CD40 inh: 8

Results for O=C(Nc1cccc(Cl)c1)N[C@H]1CC[C@@H](CCn2cc(Cc3ccccc3)nn2)O[C@@H]1CO ?
BL2 CD40 inh: 2[25 µM]

What do the screens show for `Cc1nc2ccc(S(=O)(=O)NCC(=O)Nc3cccc(F)c3)cc2s1`?
BL2 CD40 inh: 1

Results for COc1ccc(CN2C(=O)c3ccccc3C2C(=O)NC2CCCCCC2)c(OC)c1 (stereo not drawn) ?
BL2 CD40 inh: 7

How did COc1ccc(CNC(=O)CN(C)CC(=O)Nc2ccccc2Br)cc1 do in these assays?
BL2 CD40 inh: 6

(further entries)
How did Cc1ccc(NC(=O)CSC2=C(C#N)C(c3ccc4c(c3)OCO4)CC(=O)N2)cc1C (stereo not drawn) do in these assays?
BL2 CD40 inh: 7

Results for COc1ccc(S(=O)(=O)Nc2ccc3c(c2)C(=O)N([C@H](C)CO)C[C@H](C)[C@H](CN(C)C(=O)Nc2c(C)noc2C)OCCCC[C@H](C)O3)cc1 ?
BL2 CD40 inh: -9[25 µM]

Results for CCCNC(=O)N1[C@H](CO)[C@@H](c2ccccc2-c2ccccc2F)[C@@H]1C#N ?
BL2 CD40 inh: -3[25 µM]

How did O=[N+]([O-])c1cccc(C(=Nc2cccc(Cl)c2)NO)c1 do in these assays?
BL2 CD40 inh: 8

What do the screens show for `CCOC(=O)C1CCCN(Cc2cc(=O)oc3cc(C)c(C(C)C)cc23)C1` (stereo not drawn)?
BL2 CD40 inh: 9

How did CO[C@H]1CN(C)C(=O)c2ccc(NS(=O)(=O)CC(F)(F)F)cc2OC[C@@H](C)N(Cc2nccs2)C[C@@H]1C do in these assays?
BL2 CD40 inh: -4[25 µM]

What do the screens show for `Cc1ccccc1Cn1nc(C)c(NC(=O)c2noc3c2CCCC3)c1C`?
BL2 CD40 inh: 6

Results for CN(C)CCOc1cc(Cl)cc(Cl)c1 ?
BL2 CD40 inh: -10

How did N#Cc1cnc2ncnn2c1-c1ccccc1 do in these assays?
BL2 CD40 inh: 6

What do the screens show for `CCn1nc(C(=O)NCC2COc3ccccc3O2)c2ccccc2c1=O` (stereo not drawn)?
BL2 CD40 inh: 10

Results for CCOC(=O)c1c(S(=O)(=O)N(C)Cc2ccco2)c(C)n(C)c1C ?
BL2 CD40 inh: -1

Results for Cc1cc(C(=O)NC2CC(C)(C)Cc3c2cnn3-c2ccc(F)cc2)no1 (stereo not drawn) ?
BL2 CD40 inh: -44

What do the screens show for `O=C(CN1CCCc2ccccc21)NCc1ccc2c(c1)OCO2`?
BL2 CD40 inh: -15

Results for Cc1ccc(S(=O)(=O)N2CCN(C(=O)COC(=O)COc3cccc4c3OC(C)(C)C4)CC2)cc1 ?
BL2 CD40 inh: 14

Results for O=C(COc1ccccc1[N+](=O)[O-])OCC(=O)N1CCC(Cc2ccccc2)CC1 ?
BL2 CD40 inh: 3

How did O=C(c1ccc(S(=O)(=O)N2CCOCC2)cc1)N1CCN(c2ccccc2)CC1 do in these assays?
BL2 CD40 inh: 9

What do the screens show for `Cc1ccc(C2C(=O)N(C3CCCC3)CC(=O)N2C2CCCCC2)cc1` (stereo not drawn)?
BL2 CD40 inh: 7

How did Fc1ccc(F)c(C2=NNC(=NCC3CCCO3)SC2)c1 (stereo not drawn) do in these assays?
BL2 CD40 inh: -52

How did CCCNC(=O)N1C[C@H](O)COC[C@H]2O[C@H](CC(=O)OC)CC[C@@H]21 do in these assays?
BL2 CD40 inh: 3[25 µM]

What do the screens show for `CCCCC(CC)C(=O)Nc1ncc([N+](=O)[O-])s1` (stereo not drawn)?
BL2 CD40 inh: 8

How did Cc1ccc(/C=C/C(=O)c2c(C)cc(C)[nH]c2=O)cc1 do in these assays?
BL2 CD40 inh: -10

Results for Cc1ccc(S(=O)(=O)N(C)C[C@H]2OCCCC[C@@H](C)Oc3ccc(NS(=O)(=O)c4ccc(Cl)cc4)cc3C(=O)N([C@H](C)CO)C[C@@H]2C)cc1 ?
BL2 CD40 inh: -4

Results for COc1ccccc1-c1nnc2sc(-c3cnccn3)nn12 ?
BL2 CD40 inh: 16

How did O=C(OCc1nc2ccsc2c(=O)[nH]1)c1ccc(Cl)s1 do in these assays?
BL2 CD40 inh: -2

What do the screens show for `O=C(Nc1ccc2c(c1)OCO2)N1CCN(C(=O)C2CCCO2)CC1` (stereo not drawn)?
BL2 CD40 inh: -27

What do the screens show for `Cc1csc(NC(=O)C(F)(F)F)n1`?
BL2 CD40 inh: 5

What do the screens show for `CS(=O)CCC(NS(=O)(=O)c1ccccc1)C(=O)O` (stereo not drawn)?
BL2 CD40 inh: 13

From PubChem

A portion of the library. The share of hits here may be higher or lower than overall.
